# RAD54 inh – blocks human RAD54 Holliday junction branch migration. Q92698. FAM/BHQ fluorescence. inhibition, % at 10.4 µM. 360,000 compounds, 0.14% hits. AID 602329;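 active = mean normalized replicate activity at least 40 and at least half of replicates scoring 40 or more; inconclusive = only one of the two criteria met; inactive = mean below 40 and under half of replicates reaching 40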;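 note: 0% = median of neutral control wells and 100% = median of positive control wells; inhibitors cause a drop in the FAM fluorescence signal; in these data hits start at about 50%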
# ERp5 block – inhibitors of human ERp5. ERp5 insulin aggregation, absorbance 650 nm, 90 min. inhibition, % at 9.99 µM. 350,000 compounds, 0.05% hits;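 active = mean replicate inhibition above about 25%, with every replicate also reaching it, limit read from the data, passing the limit was not always enough; inconclusive = only one of those two criteria met; inactive = neither criterion met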
# Target sequence (Q15084 whole entry, looked up): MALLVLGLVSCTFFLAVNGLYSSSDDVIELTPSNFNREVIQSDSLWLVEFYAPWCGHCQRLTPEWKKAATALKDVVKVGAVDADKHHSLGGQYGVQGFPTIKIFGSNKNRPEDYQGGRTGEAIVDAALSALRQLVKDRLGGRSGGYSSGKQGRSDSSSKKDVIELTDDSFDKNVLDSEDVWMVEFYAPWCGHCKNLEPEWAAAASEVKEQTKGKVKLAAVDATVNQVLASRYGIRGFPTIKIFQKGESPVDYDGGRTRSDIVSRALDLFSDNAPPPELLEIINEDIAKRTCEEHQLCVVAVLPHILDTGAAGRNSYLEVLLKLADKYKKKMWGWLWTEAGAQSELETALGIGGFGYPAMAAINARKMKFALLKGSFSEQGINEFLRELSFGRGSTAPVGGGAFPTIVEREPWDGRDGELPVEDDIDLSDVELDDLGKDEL
# XiGFP reactiv – X-chromosome reactivation activator | XiGFP mouse fibroblasts, % GFP-positive cells imaging, 3 d; cells co-treated with 5-aza-dC sensitizer; scaled so ellipticine positive control = 100% | activation, % at 7.58 µM | 360,000 compounds, 0.055% hits | AID 743238;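 active = mean normalized replicate activation at least 10% and every replicate at or above 10%; inconclusive = only one of the two criteria met; inactive = mean below 10% and not all replicates reach 10%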;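 note: 0% = median of on-plate neutral control wells and 100% = ellipticine 6 µM median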
#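 material = 68-5-11 XiGFP fibroblast line | medium = DMEM plus 5-aza-dC sensitizer | schedule = 3 days compound exposure | benchmarks = positive control ellipticine, 6 µM final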
# E-selectin induc – induces E-selectin expression in human endothelial cells; P16581; HUVEC E-selectin immunofluorescence imaging; normalized: neutral wells 0, TNF-alpha wells 100; activation, % at 7.58 µM; 260,000 compounds, 0.37% hits; AID 686992;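 active = mean E-selectin-positive cell signal at least 10% of the positive control, reached in at least 60% of replicates, without over 20% cell loss; inconclusive = no rule given, readout overlaps actives, possibly toxicity-flagged; inactive = the rest, including those meeting only one limit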;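 note: in these data hits start at about 27%; measured in HUVEC primary endothelial cells; signal is the percent of cells scored E-selectin positive by PE staining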
#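 assay system = HUVEC, human umbilical vein endothelial cells | input = 3,000 HUVEC seeded per well | medium = EGM-2 growth medium on 0.1% gelatin-coated wells | dosing = one compound dose added by pin transfer | signal = immunofluorescence imaging | read-out basis = % PE-positive cells | control set = TNF-alpha, DMSO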
# RAD52 inh – inhibitors of human RAD52 DNA annealing; AID 651710; 360,000 compounds, 0.46% hits; P43351; recombinant RAD52 DNA annealing, FRET fluorescence; inhibition, % at 18.7 µM;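 active = every replicate showing at least 50% inhibition; inconclusive = mean inhibition at least 50% but not in every replicate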
# Target sequence (P43351 whole entry, looked up): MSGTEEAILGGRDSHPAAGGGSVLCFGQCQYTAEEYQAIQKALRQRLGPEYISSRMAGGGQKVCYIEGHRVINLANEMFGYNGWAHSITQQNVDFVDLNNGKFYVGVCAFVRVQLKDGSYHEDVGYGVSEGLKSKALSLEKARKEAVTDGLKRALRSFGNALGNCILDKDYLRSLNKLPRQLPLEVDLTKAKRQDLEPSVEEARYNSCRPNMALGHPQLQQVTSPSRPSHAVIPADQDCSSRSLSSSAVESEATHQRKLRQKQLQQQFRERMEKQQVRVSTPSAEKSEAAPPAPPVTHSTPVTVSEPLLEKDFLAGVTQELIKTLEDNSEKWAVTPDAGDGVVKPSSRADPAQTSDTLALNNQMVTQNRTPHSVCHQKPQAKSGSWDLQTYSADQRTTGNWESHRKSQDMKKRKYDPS
# esBAF inh – blocks esBAF chromatin remodeling in mouse ES cells | AID 602393 | reporter increase, % at 12.5 µM | Bmi1-luciferase knock-in reporter, 24 h; 100% = twice the neutral-well signal | 350,000 compounds, 2% hits; in the data active = activation above about 40%; inconclusive = no clear call, values can overlap the other calls;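 note: 0% = median of the plate's neutral control wells and 100% = double that signal; a rise in the Bmi1 reporter signal indicates esBAF inhibition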
# S100A4 inh HTS – blocks human S100A4 binding to myosin IIA peptide; 360,000 compounds, 0.14% hits; AID 652163; S100A4/TAMRA-MyoIIA peptide fluorescence polarization; inhibition, % at 10.7 µM; P26447;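 active = mean inhibition of at least 70% across replicates, with every replicate also reaching that level; inconclusive = mean inhibition reaches 70% but some replicates fall short; inactive = mean inhibition below 70%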
# Target sequence (P26447 whole entry, looked up): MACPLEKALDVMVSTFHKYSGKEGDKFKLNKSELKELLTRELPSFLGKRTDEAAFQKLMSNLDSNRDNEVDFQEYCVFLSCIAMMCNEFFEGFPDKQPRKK
#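 Test system – S100A4 monomer (human) · Compound – single-point compound testing · Schedule – 5 min incubation before reading · Probe or stimulus – TAMRA-labelled myosin IIA heavy-chain peptide probe, 5 nM · Benchmarks – neutral control DMSO, positive control TFP · Medium – Calcium-containing HEPES buffer, pH 7.2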
# ERAP1 inh – inhibitors of human ERAP1 aminopeptidase; Q9NZ08; recombinant ERAP1, Leu-AMC fluorescence, 60 min; inhibition, % at 10.7 µM; 340,000 compounds, 0.15% hits; AID 652197;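 active = mean replicate inhibition of at least 30%, or all replicates individually reaching that 30% level; inactive = mean below 30% and not every replicate reaching it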;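 note: 0% = neutral control wells and 100% = L-leucinethiol positive control wells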
# Active calls of the source: *; ? = inconclusive; nt = no result given; & = joins results of further samples.
Compound	ERAP1 inh	S100A4 inh HTS	ERp5 block	RAD52 inh	XiGFP reactiv	esBAF inh	RAD54 inh	E-selectin induc
CCN(CC1CCCN(CCc2cccc(F)c2)C1)C(=O)c1cc(C)oc1C (stereo unspecified)	-7	-3	4	-11	0.0	3	-8	nt
Cc1ccccc1-c1nc2sc(C)c(C)c2c(=O)o1	0	-2	0	-11	0.0	18	9	nt
CNCCCOc1ccc(Cl)cc1C(C)(C)C	3	2	-4	20	0.4	4	-6	nt
COc1cc(C(=O)O)ccc1OCC(=O)N1CCOCC1	2	-4	3	-10	nt	0	-8	nt
C[C@@H]1CCCCO[C@@H](CN(C)S(C)(=O)=O)[C@@H](C)CN([C@H](C)CO)C(=O)c2cc(NC(=O)c3ccncc3)ccc2O1	-2	1	3	17	-1.2	-4	-6	0.1
COc1ccc(CN(C)C[C@@H]2Oc3ccc(NC(=O)Nc4c(C)noc4C)cc3CC(=O)N([C@H](C)CO)C[C@@H]2C)cc1	1	-4	-3	4	0.2	nt	nt	-19
COc1ccccc1C(=O)Nc1cc(Cl)ccc1-n1cncn1	5	-5	3	-10	0.0	nt	0	nt
COc1ccc(NC(=O)N(C)C[C@H]2Oc3ccc(NC(=O)CCN4CCOCC4)cc3C(=O)N([C@@H](C)CO)C[C@H]2C)cc1	1&0	1&-3	7&2	-9&-17	0.3&0.0	4&-3	0&-2	-0.1&0.0
O=C(N[C@H]1CC[C@H](CCNC(=O)C2CCC2)O[C@H]1CO)c1ccccn1	2	4	8	-16	-0.7	-1	1	0.0
CCC(=O)N1[C@@H]2Cn3c(ccc(C4=CCCC4)c3=O)[C@H]1[C@@H](C(=O)N[C@H](C)c1ccccc1)[C@@H]2CO	2	36	-1	-7	0.6	-3	9	-0.1
COc1ccc(S(=O)(=O)Nc2ccc3oc(C)c(C(=O)O)c3c2)cc1	2	0	-2	11	0.0	-14	2	-0.2
COC(=O)c1ccc(Oc2cc(C)nc(NCc3ccccc3)n2)cc1	2	0	-2	5	nt	-51	0	nt
Cc1ccc(S(=O)(=O)c2nnn(-c3cccc(F)c3)c2N)cc1	-6	11	-18	-11	-0.1	4	-4	0.4
Cc1cccc(C)c1NC(=S)N/N=C1\CC2CC=CC12 (stereo unspecified)	1	-2	8	-14	0.0	1	-1	nt
CC(=O)C[C@@H](O)CC(=O)[C@@H]1OC(=O)[C@@H](C)CCCCc2ccccc21	nt	-1	-1	-5	0.1	-5	-6	0.0
O=C(O)C1CC=CCC1C(=O)NCc1cn2ccccc2n1 (stereo unspecified)	7	-5	6	-8	0.0	7	-5	26
CN(C)C(=O)c1ccc(-c2ccc([C@@H]3[C@@H](C#N)N(C(=O)C4CCCCC4)[C@H]3CO)cc2)cc1	1	-13	-1	-106	0.4	29	8	-0.1
O=C(N/N=C/c1ccncc1)c1ccc(-n2cccc2)cc1	2	-1	-1	-25	0.0	nt	-3	-1.8
CN(Cc1ccccc1)C(=O)c1cccc(NC(=O)Cc2ccc(NC(=O)C3CCN(C(=O)CCc4ccccc4)CC3)cc2)c1	2	4	0	-76	0.2	-4	5	-0.4
COc1ccccc1C(=O)NC(=O)COC(=O)c1oc2ccccc2c1C	2	-12	-20	-17	1.3	-3	3	-0.3
CC(=O)c1c(C)[nH]c(C(=O)COC(=O)c2ccc(C)s2)c1C	0	7	5	-9	0.0	18	-11	-0.1
COCCCNC(=O)CC1Oc2ccccc2NC1=O (stereo unspecified)	nt	-1	-2	-2	0.1	-4	8	nt
CN(/N=C/c1ccc(N(C)C)cc1)C1=NS(=O)(=O)c2ccccc21	-3	39	-1	-264	0.1	2	-32	0.8
Cc1ccccc1CN1C(=O)c2ccccc2Sc2ccc(C(=O)O)cc21	0	-10	-5	-20	0.1	1	0	-2.9
O=C(COC(=O)c1cc(S(=O)(=O)N2CCCC2)ccc1O)Nc1ccc(SC(F)F)cc1	4	-6	-4	-10	0.1	5	-4	-0.2
COc1cc(/C=C/C(=O)OCC(=O)NCC(=O)Nc2cccc(C)c2C)ccc1OC(F)F	-4	0	-3	-14	0.2	-5	6	-0.6
CCn1nnnc1-c1ccc(OC)c(S(=O)(=O)Nc2ccc(S(N)(=O)=O)cc2)c1	-1	2	-5	-1	0.4	nt	-8	1.2
CCCCN1CC(COCc2ccccc2)Oc2cccc(Oc3ccc(C)cc3)c2S1(=O)=O (stereo unspecified)	-3	-6	-1	6	-0.1	5	7	-0.1
O=C(Nc1ccc(N2CCOCC2)cc1)c1ccccc1SCC(=O)N1CCCC1	4	-5	-4	-8	0.2	nt	nt	nt
COCCCNCCCCOc1c(Cl)cc(C)cc1Br	4	-5	0	-9	nt	-10	11	nt
Cc1cc(Cl)cc(C)c1OCCOCCNCc1ccccc1	-5	-1	5	9	0.0	-7	3	nt
CCc1noc(C)c1C(=O)OCC(=O)Nc1nc(-c2ccc(F)c(F)c2)cs1	3	2	3	-4	0.0	8	-5	nt
COc1ccccc1CNC(=O)c1cc(C(C)=O)c[nH]1	5	-2	3	-5	0.0	-4	2	nt
CC(C)n1c(C(=O)OCC(=O)NCc2ccc3c(c2)OCO3)cc2sccc21	1	-6	1	-14	nt	-6	13	nt
CCOC(=O)C1=C(C)OC(N)=C(C#N)C1c1ccc(OC)c(CSc2ccccn2)c1 (stereo unspecified)	4	-17	3	-66	0.0	nt	nt	6.0
CC(=O)Nc1ccc(NC(=O)c2ccc3c(c2)CCN3S(C)(=O)=O)cc1	8	-8	1	-8	0.0	-2	12	nt
CC(C(=O)N1CCN(Cc2ccc3c(c2)OCO3)CC1)n1cc([N+](=O)[O-])cn1 (stereo unspecified)	-4	-1	0	-7	-0.1	2	1	nt
O=C(O)c1ccc2c(c1)c1c3n2CCNC3CCC1 (stereo unspecified)	1	12	1	-14	0.0	2	-2	nt
COc1ccc(OC)c(-c2cc(C(=O)N/N=C/c3cc(OC)c(OC)cc3OC)c3ccccc3n2)c1	nt	-23	8	3	0.2	nt	nt	0.1
C[C@@H]1CN([C@H](C)CO)C(=O)c2c(c3ccccc3n2C)-c2ccccc2CO[C@@H]1CN(C)C(=O)Nc1cccc(F)c1	2	-3	2	29	0.1	5	3	-0.8

# Molecules from the list above that have an NH in an aromatic ring (two):
Compound	ERAP1 inh	S100A4 inh HTS	ERp5 block	RAD52 inh	XiGFP reactiv	esBAF inh	RAD54 inh	E-selectin induc
CC(=O)c1c(C)[nH]c(C(=O)COC(=O)c2ccc(C)s2)c1C	0	7	5	-9	0.0	18	-11	-0.1
COc1ccccc1CNC(=O)c1cc(C(C)=O)c[nH]1	5	-2	3	-5	0.0	-4	2	nt

# Returning to the listing, starting four compounds before the break.
Compound	ERAP1 inh	S100A4 inh HTS	ERp5 block	RAD52 inh	XiGFP reactiv	esBAF inh	RAD54 inh	E-selectin induc
CC(C(=O)N1CCN(Cc2ccc3c(c2)OCO3)CC1)n1cc([N+](=O)[O-])cn1 (stereo unspecified)	-4	-1	0	-7	-0.1	2	1	nt
O=C(O)c1ccc2c(c1)c1c3n2CCNC3CCC1 (stereo unspecified)	1	12	1	-14	0.0	2	-2	nt
COc1ccc(OC)c(-c2cc(C(=O)N/N=C/c3cc(OC)c(OC)cc3OC)c3ccccc3n2)c1	nt	-23	8	3	0.2	nt	nt	0.1
C[C@@H]1CN([C@H](C)CO)C(=O)c2c(c3ccccc3n2C)-c2ccccc2CO[C@@H]1CN(C)C(=O)Nc1cccc(F)c1	2	-3	2	29	0.1	5	3	-0.8
CCN1C(=O)N[C@H](c2ccc(Br)cc2)C(C(=O)OC)=C1C	-2	2	3	0	0.0	-5	-8	-0.2
CC(C)(C)c1ccc(OCc2ccc(C(=O)NCc3cccnc3)o2)cc1	1	10	7	-11	-0.1	?	3	nt
Cc1noc(C)c1NC(=O)N(C)C[C@@H]1Oc2cc(C#CCN(C)C)ccc2S(=O)(=O)N([C@H](C)CO)C[C@H]1C	2	-2	-2	-10	0.1	-1	-7	-0.1
CC(C)(C#N)Nc1ccccc1	5	-3	0	-6	nt	2	-11	nt
CCn1nc(C)c(CN2CCN(Cc3cccc(OC)c3)C(CCO)C2)c1C (stereo unspecified)	nt	-1	6	-7	0.1	2	2	0.0
O=C(N[C@H](C(=O)N1CCC[C@H]1C(=O)NCCc1ccccc1Cl)c1ccccc1)C1CC1	0	3	-6	-7	0.4	nt	nt	0.0
C[C@@H]1CN([C@H](C)CO)C(=O)c2cccc(NC(=O)CCCCCC(=O)Nc3ccccc3N)c2O[C@H]1CN(C)Cc1ccc(C(F)(F)F)cc1	3	-3	-4	-22	-0.9	nt	nt	0.0
O=C(COC(=O)c1cc2c(s1)CCCCC2)NC1CCS(=O)(=O)C1 (stereo unspecified)	0	-3	1	-13	-0.1	8	4	nt
Cc1ccc(-c2ccc([C@@H]3[C@H](CO)N4C(=O)CN(C(=O)NC(C)C)C[C@@H]34)cc2)cc1	-6	20	-4	7	0.0	nt	nt	0.3
CCS(=O)(=O)N1Cc2ccccc2CC1C(=O)N(C)Cc1ccc(OC)cc1OC (stereo unspecified)	1	-3	-2	-15	-0.1	-2	2	nt
CCOc1ccccc1OCC(=O)Nc1cccc(S(=O)(=O)NC2=NCCCCC2)c1	-5	-5	-3	-7	0.3	6	-3	0.6
COCc1c(C(=O)NCC(c2ccco2)N2CCCC2)oc2ccccc12 (stereo unspecified)	0	0	3	-169	0.2	1	4	0.3
CCOC(=O)C1=C(C)N(C)C(=O)NC1c1cccc2ccccc12 (stereo unspecified)	-2	2	-9	6	0.0	-7	3	0.1

# Entries of single compounds, quoted from the list.
# Profile of CCn1nc(C)c(CN2CCN(Cc3cccc(OC)c3)C(CCO)C2)c1C (stereo unspecified) : ERAP1 inh = nt; S100A4 inh HTS = -1; ERp5 block = 6; RAD52 inh = -7; XiGFP reactiv = 0.1; esBAF inh = 2; RAD54 inh = 2; E-selectin induc = 0.0
# Profile of CCN1C(=O)N[C@H](c2ccc(Br)cc2)C(C(=O)OC)=C1C : ERAP1 inh = -2; S100A4 inh HTS = 2; ERp5 block = 3; RAD52 inh = 0; XiGFP reactiv = 0.0; esBAF inh = -5; RAD54 inh = -8; E-selectin induc = -0.2
